TAAR1 ag: human TAAR1 agonists, primary screen, Fluo-8 calcium fluorescence, CHO RD-HGA16 cells. Trace amine-associated receptor 1 (Homo sapiens), Q96RJ0. AID 624467, 2012. vehicle wells 0%, saturating PEA agonist 100%. actives 0.99% (n = 360,000). activation, % at 3 µM;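 active = activation above the mean activation of all test compounds in the run plus 3 SD, cut at about 38% in these data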
Target sequence (Q96RJ0 whole entry, looked up): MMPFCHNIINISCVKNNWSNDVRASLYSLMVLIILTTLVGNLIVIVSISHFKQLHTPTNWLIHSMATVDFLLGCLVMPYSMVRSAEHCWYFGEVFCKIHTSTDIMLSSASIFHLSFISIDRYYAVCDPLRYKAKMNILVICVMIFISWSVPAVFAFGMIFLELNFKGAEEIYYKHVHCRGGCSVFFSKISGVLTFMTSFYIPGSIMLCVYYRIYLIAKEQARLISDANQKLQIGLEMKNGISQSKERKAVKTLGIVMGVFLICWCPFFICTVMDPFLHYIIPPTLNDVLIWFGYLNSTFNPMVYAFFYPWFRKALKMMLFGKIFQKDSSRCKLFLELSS
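Signal – calcium-sensitive Fluo-8 signal, excitation 470-495, emission 515-575 nm · System – RD-HGA16 (CHO) cells co-expressing Gα16 and hTAAR1 · Incubation – 17-24 h seeding, 75 min 37 °C dye, 30 min RT · Compound dosing – 3 µM single concentration · Repeats – no replicates (n 1)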
V1R ag counter: agonists of human V1a receptor, primary screen, counter-screen for OXTR agonist project, fluorescence, CHO-V1R cells; activation, % at 3 µM; Fluo-8 calcium fluorescence, agonist mode; 0% DMSO, 100% 3 nM vasopressin; Vasopressin V1a receptor (Homo sapiens), P37288; actives 0.25% (n = 320,000);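 active = activation above the mean activation of all tested compounds plus 3 SD, per screening run, cut at about 20% in these data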;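 note: signal is peak over basal fluorescence ratio across a 100 second FLIPR read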
TAAR1 antag: human TAAR1 antagonists, primary screen, Fluo-8 calcium fluorescence, CHO RD-HGA16 cells. Trace amine-associated receptor 1 (Homo sapiens), Q96RJ0. inhibition, % at 3 µM. antagonist. actives 1.5% (n = 360,000). AID 624466, 2012;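 active = inhibition above a per-plate cutoff, the mean inhibition of test compounds on that plate plus 3 SD, cut at about 49% in these data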;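 note: 0% = DMSO plus EC80 beta-PEA response and 100% = DMSO alone without agonist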
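Test system: hTAAR1-expressing CHO RD-HGA16 cells, Gα16-coupled; Probe or stimulus: EC80 β-phenethylamine stimulus; Compound dosing: single nominal final test compound concentration of 3 µM; Timing: 140 s kinetic read after compound, 140 s after agonist; Signal: Fluo-8 calcium-sensitive fluorescence; Measure: % inhibition of agonist calcium response; Controls: DMSO and EC80 PEA controls.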
CHO-K1 Ca antag: counter-screen for M1 antagonists: effect in parental CHO-K1 cells. ATP-induced calcium, Fluo-8 fluorescence. inhibition, % at 3 µM. actives 0.6% (n = 360,000);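 active = inhibition above a per-plate cutoff, the plate's mean sample inhibition plus 3 SD, cut at about 24% in these data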;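 note: 0% = DMSO plus EC80 ATP and 100% = DMSO alone without ATP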
CHO-K1 Ca PAM: nonselective calcium activators in parental CHO-K1 cells, primary screen, counter-screen for M1 PAM project, cell-based, Fluo-8 calcium fluorescence, full deck, 1536-well; ATP EC20; 0% at ATP EC20, 100% at ATP max; activation, % at 3 µM; actives 0.02% (n = 360,000); AID 602247, 2012;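 active = activation above the run cutoff, the mean activation of all test compounds plus 3 SD, cut at about 40% in these data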;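 note: peak over basal fluorescence ratio in a 140 s read after ATP addition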
OXTR potentiate: human OXTR potentiators, primary screen, fluorescence, CHO-OTR cells, Fluo-8 calcium; actives 0.061% (n = 320,000); activation, % at 3 µM; Fluo-8 calcium fluorescence, potentiator mode; 0% = oxytocin EC15, 100% = EC100; Oxytocin receptor (Homo sapiens), P30559;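 active = activation above that plate's cutoff, the mean activation of tested compounds plus 3 SD, cut at about 6.6% in these data, passing the limit was not always enough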;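 note: 100% uses oxytocin at 75 nM as the full agonist control; some results filed as inactive read as strong as hits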
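System: human OTR in CHO cells; Also added: sub-maximal oxytocin, roughly EC15; Timing: compound 6 min at room temperature before oxytocin, 100 s read; Technique: Fluo-8 intracellular calcium fluorescence, ex 470-495, em 515-575 nm; Controls: oxytocin EC15 low and EC100 high; Replication: singlicate.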
M1 ag parental: counter-screen for M1 agonists: effect in parental CHO-K1 cells; Fluo-8 calcium fluorescence; scaled to maximal ATP response, vehicle zero; activation, % at 3 µM; actives 0.48% (n = 360,000); AID 602248, 2012; in the data active = activation above about 15%;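 note: untransfected CHO-K1 host cells lacking M1 receptor as counterscreen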
CHRM1 agonist: human M1 muscarinic receptor agonists, primary screen, Fluo-8 calcium fluorescence, CHO-K1 cells, HTS. Muscarinic acetylcholine receptor M1 (Homo sapiens), P11229. CHO-K1 hM1, agonist mode; 0% DMSO, 100% acetylcholine EC100. activation, % at 3 µM. actives 0.33% (n = 360,000);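 active = activation above the run's mean compound activation plus 3 SD, cut at about 16% in these data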;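 note: peak over basal fluorescence ratio within a 140 s kinetic read after compound addition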
Target sequence (P11229 whole entry, looked up): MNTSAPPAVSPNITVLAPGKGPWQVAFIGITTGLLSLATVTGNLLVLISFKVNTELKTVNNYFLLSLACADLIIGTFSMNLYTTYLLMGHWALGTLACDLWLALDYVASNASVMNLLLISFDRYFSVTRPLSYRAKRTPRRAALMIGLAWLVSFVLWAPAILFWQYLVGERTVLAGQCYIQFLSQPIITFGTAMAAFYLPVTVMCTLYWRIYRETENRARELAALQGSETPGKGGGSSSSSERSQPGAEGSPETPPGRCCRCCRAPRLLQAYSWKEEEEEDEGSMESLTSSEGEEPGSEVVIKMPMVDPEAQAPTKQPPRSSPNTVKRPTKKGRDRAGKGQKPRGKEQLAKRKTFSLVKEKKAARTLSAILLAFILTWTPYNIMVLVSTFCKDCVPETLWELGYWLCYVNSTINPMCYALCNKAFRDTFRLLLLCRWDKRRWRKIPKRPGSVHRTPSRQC
CHO parental Ca: ATP-evoked calcium signal inhibitors, parental CHO, primary screen, counter-screen for OX1R antagonist project, cell-based, fluorescence, Fluo-8 calcium dye | parental CHO-K1, ATP-induced calcium, Fluo-8 fluorescence | inhibition, % at 5.6 µM | actives 0.63% (n = 330,000) | AID 463079, 2010;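 active = inhibition above that plate's mean sample inhibition plus 3 SD, cut at about 26% in these data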;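 note: 0% = ATP-challenged DMSO wells and 100% = DMSO wells without ATP; some compounds past the cut are filed as inactive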
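Assay system – parental CHO cells · Reagent – ATP stimulus · Detection – intracellular calcium via Fluo-8 no-wash fluorescent dye · Evaluation – percent inhibition of ATP-evoked calcium rise, normalized to controls · Controls – ATP wells versus no-ATP DMSO wells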
An asterisk follows results filed as active.

Results for CCNC(=O)C(=O)Nc1cc2c3c(c1)CCN3C(=O)CC2 ?
TAAR1 ag: 0.6; V1R ag counter: -0.3; TAAR1 antag: -10.6; CHO-K1 Ca antag: -15.3; CHO-K1 Ca PAM: 3.0; OXTR potentiate: -2.9; M1 ag parental: 0.7; CHRM1 agonist: -1.8; CHO parental Ca: -2.0

Results for CC(=O)N1CCN=C1SCc1ccccc1Cl ?
TAAR1 ag: 0.7; V1R ag counter: -0.2; TAAR1 antag: -6.9; CHO-K1 Ca antag: 1.1; CHO-K1 Ca PAM: 11.5; OXTR potentiate: 5.7; M1 ag parental: 0.6; CHRM1 agonist: -2.2; CHO parental Ca: 2.4

How did CCOc1ccc(NC(=O)c2ccccc2-c2ccccc2C(=O)O)cc1 do in these assays?
TAAR1 ag: 1.2; V1R ag counter: 0.7; TAAR1 antag: -14.1; CHO-K1 Ca antag: -6.8; CHO-K1 Ca PAM: 12.5; OXTR potentiate: -3.9; M1 ag parental: 2.8; CHRM1 agonist: -0.5; CHO parental Ca: -1.6

How did N#Cc1c(NC(=O)CSc2nc(N)cc(=O)[nH]2)sc2c1CCCCCC2 do in these assays?
TAAR1 ag: 17.2; V1R ag counter: 4.3; TAAR1 antag: -6.5; CHO-K1 Ca antag: 8.2; CHO-K1 Ca PAM: -4.1; OXTR potentiate: -10.2; M1 ag parental: 4.3; CHRM1 agonist: 0.1; CHO parental Ca: 4.6

What do the screens show for `Cc1ccc(C(=O)Nc2ccc(C(=O)N/N=C/c3ccccn3)cc2)cc1`?
TAAR1 ag: 3.9; V1R ag counter: 5.9; TAAR1 antag: 32.1; CHO-K1 Ca antag: -10.9; CHO-K1 Ca PAM: 7.6; OXTR potentiate: -10.3; M1 ag parental: 5.4; CHRM1 agonist: -8.5; CHO parental Ca: 34.6*

How did COc1cc2ccccc2cc1C(=O)N1CC(C)CC(C)C1 (configuration not stated) do in these assays?
TAAR1 ag: -0.6; V1R ag counter: -1.4; TAAR1 antag: -19.3; CHO-K1 Ca antag: 13.4; CHO-K1 Ca PAM: -13.9; OXTR potentiate: 5.0; M1 ag parental: -0.9; CHRM1 agonist: -0.6; CHO parental Ca: 0.7

What do the screens show for `O=C(NC(NC(=S)N1CCOCC1)C(Cl)(Cl)Cl)c1ccc(Cl)cc1` (configuration not stated)?
TAAR1 ag: 10.7; V1R ag counter: 13.5; TAAR1 antag: 9.4; CHO-K1 Ca antag: 0.3; CHO-K1 Ca PAM: 10.9; OXTR potentiate: -9.1; M1 ag parental: 11.2; CHRM1 agonist: 5.7; CHO parental Ca: -1.1

How did CCCCn1c(NC(C)=O)c(C#N)c2nc3ccccc3nc21 do in these assays?
TAAR1 ag: 17.0; V1R ag counter: 0.9; TAAR1 antag: 1.8; CHO-K1 Ca antag: -20.8; CHO-K1 Ca PAM: 20.2; OXTR potentiate: -11.6; M1 ag parental: 0.5; CHRM1 agonist: -3.0; CHO parental Ca: -13.9

How did COC(=O)c1nc(NC(=S)NC(=O)c2cccs2)sc1C do in these assays?
TAAR1 ag: 0.8; V1R ag counter: 1.6; TAAR1 antag: 1.8; CHO-K1 Ca antag: 1.9; CHO-K1 Ca PAM: 10.6; OXTR potentiate: -5.8; M1 ag parental: 0.7; CHRM1 agonist: -0.3; CHO parental Ca: -9.7

Results for CCc1ccc(C(=O)C(C)OC(=O)CN2C(=O)NC3(CCCC3)C2=O)cc1 (configuration not stated) ?
TAAR1 ag: -0.8; TAAR1 antag: 13.8; CHO-K1 Ca antag: -3.2; CHO-K1 Ca PAM: -8.1; M1 ag parental: 1.3; CHRM1 agonist: 0.0

Results for CN(C)C(CNc1ncccn1)c1ccccc1 (configuration not stated) ?
TAAR1 ag: 1.1; V1R ag counter: 1.1; TAAR1 antag: -13.0; CHO-K1 Ca antag: 7.1; CHO-K1 Ca PAM: 7.5; OXTR potentiate: -0.5; M1 ag parental: -0.6; CHRM1 agonist: -9.7; CHO parental Ca: -10.6

How did COC1=NS(=O)(=O)c2ccccc21 do in these assays?
TAAR1 ag: -0.3; V1R ag counter: 1.1; TAAR1 antag: -15.3; CHO-K1 Ca antag: -9.6; CHO-K1 Ca PAM: 17.0; OXTR potentiate: -6.9; M1 ag parental: 3.8; CHRM1 agonist: -4.2; CHO parental Ca: -4.1

Results for Cc1cc(C)cc(Nc2c(F)c(F)c(F)c(F)c2C(=O)O)c1 ?
TAAR1 ag: 12.7; V1R ag counter: -0.6; TAAR1 antag: 10.3; CHO-K1 Ca antag: 10.6; CHO-K1 Ca PAM: -6.0; OXTR potentiate: -0.2; M1 ag parental: -0.7; CHRM1 agonist: -7.5; CHO parental Ca: -15.3

How did Cc1ccc(NC(=O)Cn2nnc(C(=O)NCCc3ccccc3)c2N)c(C)c1 do in these assays?
V1R ag counter: -0.1; CHO-K1 Ca antag: -12.5; CHO-K1 Ca PAM: 8.2; OXTR potentiate: -2.0; M1 ag parental: -0.1; CHRM1 agonist: -0.5; CHO parental Ca: -7.9

Results for COc1ccc(-c2cc(C(=O)N3CCCc4ccccc43)no2)cc1OC ?
TAAR1 ag: 4.3; V1R ag counter: 0.2; TAAR1 antag: -1.7; CHO-K1 Ca antag: -2.1; CHO-K1 Ca PAM: 4.9; OXTR potentiate: -9.3; M1 ag parental: 0.3; CHRM1 agonist: -4.4; CHO parental Ca: -22.7

How did O=C(Nc1ccccc1)N1CCCc2ccccc21 do in these assays?
TAAR1 ag: 4.3; V1R ag counter: -0.7; TAAR1 antag: 5.3; CHO-K1 Ca antag: 1.7; CHO-K1 Ca PAM: 16.5; OXTR potentiate: 1.4; M1 ag parental: 0.2; CHRM1 agonist: -2.6; CHO parental Ca: 14.3

Results for Cc1nnc(NC(=O)c2ccc(S(=O)(=O)C(F)F)cc2)s1 ?
TAAR1 ag: 0.8; V1R ag counter: -0.6; TAAR1 antag: -7.9; CHO-K1 Ca antag: -2.5; CHO-K1 Ca PAM: 6.0; OXTR potentiate: -4.1; M1 ag parental: -0.1; CHRM1 agonist: 0.1; CHO parental Ca: -7.0

How did COc1cccc(C(O)c2nc3ccccc3n2C(C)C)c1OC (configuration not stated) do in these assays?
TAAR1 ag: -0.3; V1R ag counter: 0.3; TAAR1 antag: -2.2; CHO-K1 Ca antag: -0.9; CHO-K1 Ca PAM: -6.5; OXTR potentiate: -3.2; M1 ag parental: 0.1; CHRM1 agonist: -6.4; CHO parental Ca: -10.2

Results for Cc1ccc2c(C)c(C(=O)N3CCN(Cc4ccccn4)CC3)oc2c1C ?
TAAR1 ag: 0.9; V1R ag counter: 1.7; TAAR1 antag: 1.6; CHO-K1 Ca antag: -7.5; CHO-K1 Ca PAM: 4.7; OXTR potentiate: 4.0; M1 ag parental: 3.2; CHRM1 agonist: -2.9; CHO parental Ca: -21.4

What do the screens show for `O=C(NCCN1CCCCC1)Nc1ccccc1`?
TAAR1 ag: 8.4; V1R ag counter: -0.3; TAAR1 antag: 1.9; CHO-K1 Ca antag: -8.7; CHO-K1 Ca PAM: 8.6; OXTR potentiate: 0.1; M1 ag parental: 0.5; CHRM1 agonist: -8.0; CHO parental Ca: -0.1

What do the screens show for `Fc1ccc(Cn2nnc(-c3ccc(CN4CCOCC4)cc3)n2)cc1`?
TAAR1 ag: 4.3; V1R ag counter: 4.1; TAAR1 antag: -2.0; CHO-K1 Ca antag: -5.9; CHO-K1 Ca PAM: 28.6; OXTR potentiate: -9.0; M1 ag parental: 2.7; CHRM1 agonist: -5.5; CHO parental Ca: 3.4

Results for N/C(=N\OC(=O)CN1C(=O)c2ccccc2C1=O)c1ccc(Cl)cc1 ?
TAAR1 ag: 2.3; V1R ag counter: -0.3; TAAR1 antag: -5.5; CHO-K1 Ca antag: -19.9; CHO-K1 Ca PAM: 23.1; OXTR potentiate: -2.2; M1 ag parental: 0.5; CHRM1 agonist: -8.2; CHO parental Ca: -7.3

What do the screens show for `CC1CC(C)CN(C(=O)C(C)N2CCN(S(=O)(=O)c3ccc(C(F)(F)F)cc3)CC2)C1` (configuration not stated)?
TAAR1 ag: 8.0; TAAR1 antag: -8.4; CHO-K1 Ca antag: -14.6; CHO-K1 Ca PAM: 3.0; M1 ag parental: 0.5; CHRM1 agonist: -3.3

What do the screens show for `O=S(=O)(c1cccc(C(F)(F)F)c1)N1CCC(CO)(CCCc2ccccc2)CC1`?
TAAR1 ag: 7.1; V1R ag counter: 2.5; TAAR1 antag: 27.8; CHO-K1 Ca antag: -0.7; CHO-K1 Ca PAM: 17.1; OXTR potentiate: -5.3; M1 ag parental: 2.2; CHRM1 agonist: 5.5; CHO parental Ca: 8.8

What do the screens show for `O=C(CCc1ccc(S(=O)(=O)NCc2ccccc2)cc1)NCc1ccco1`?
TAAR1 ag: 0.6; V1R ag counter: 3.8; TAAR1 antag: 6.0; CHO-K1 Ca antag: -14.2; CHO-K1 Ca PAM: 23.2; OXTR potentiate: -8.9; M1 ag parental: 1.4; CHRM1 agonist: -5.6; CHO parental Ca: -14.7

Results for Cc1ccc(Cl)cc1NCN1C(=O)c2ccccc2C1=O ?
TAAR1 ag: 1.5; TAAR1 antag: -0.7; CHO-K1 Ca antag: 0.0; CHO-K1 Ca PAM: -7.9; M1 ag parental: 0.0; CHRM1 agonist: 0.2

How did COc1ccc(-c2ccc(SCC(=O)NCc3ccc4c(c3)OCO4)nn2)cc1OC do in these assays?
TAAR1 ag: 3.0; V1R ag counter: -0.6; TAAR1 antag: 3.4; CHO-K1 Ca antag: -19.0; CHO-K1 Ca PAM: 15.1; OXTR potentiate: -0.5; M1 ag parental: 4.1; CHRM1 agonist: -5.4; CHO parental Ca: -1.7

Screens as filed in PubChem.
